Screens: PubChem BioAssay, The Scripps Research Institute Molecular Screening Center
FXN GAA850 act = activators of GAA850 frataxin (FXN) promoter. activation, % at 6 µM. AID 540364. hit rate 0.56% among 360,000. HEK293 lucGAA850 FXN promoter luciferase reporter, 24 h; percent of 10 µM SAHA response;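 active = activation above the average of all compounds screened plus 3 SD, cutoff fixed separately per campaign, cut at about 7.5% in these data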;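 also: 0% = DMSO wells and 100% = 10 µM SAHA wells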
PLC-beta3 inh = inhibitors of human phospholipase C beta3; hit rate 0.18% among 370,000; Purified PLC-beta3, fluorogenic substrate, fluorescence; AID 720704; inhibition, % at 12.2 µM; in the data active = inhibition above about 11%;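 also: 0% = median of compound wells on plate and 100% = full blocker control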
DAX1 inh-1 = NR0B1 (DAX1) inhibition. HEK293 Gal4-DAX1 luciferase reporter, luminescence. inhibition, % at 6.75 µM. hit rate 0.99% among 340,000. AID 504766;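 active = inhibition above the mean over all tested compounds plus 3 SD, cut at about 4.2% in these data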;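 also: 0% = DAX1-transfected cells with DMSO and 100% = empty-vector control cells with DMSO; inhibition shows as a rise in luminescence from relieved DAX1 repression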
ADAM17 inh = ADAM17 inhibition, QFRET primary screen; P78536; recombinant ADAM17, EDANS/DABCYL FRET peptide cleavage; inhibition, % at 6.95 µM; hit rate 0.83% among 370,000; AID 720648;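 active = inhibition above the mean of compounds lying between control limits plus 3 SD, set per campaign, cut at about 8.5% in these data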;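 also: 0% = DMSO-only wells as the low control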
PLCg1 inh = inhibitors of human phospholipase C gamma1 | AID 720700 | purified PLC-gamma1, fluorogenic substrate, fluorescence | P19174 | hit rate 0.84% among 370,000 | inhibition, % at 12.2 µM; in the data active = inhibition above about 9.5%
Target sequence (P19174 whole entry, looked up): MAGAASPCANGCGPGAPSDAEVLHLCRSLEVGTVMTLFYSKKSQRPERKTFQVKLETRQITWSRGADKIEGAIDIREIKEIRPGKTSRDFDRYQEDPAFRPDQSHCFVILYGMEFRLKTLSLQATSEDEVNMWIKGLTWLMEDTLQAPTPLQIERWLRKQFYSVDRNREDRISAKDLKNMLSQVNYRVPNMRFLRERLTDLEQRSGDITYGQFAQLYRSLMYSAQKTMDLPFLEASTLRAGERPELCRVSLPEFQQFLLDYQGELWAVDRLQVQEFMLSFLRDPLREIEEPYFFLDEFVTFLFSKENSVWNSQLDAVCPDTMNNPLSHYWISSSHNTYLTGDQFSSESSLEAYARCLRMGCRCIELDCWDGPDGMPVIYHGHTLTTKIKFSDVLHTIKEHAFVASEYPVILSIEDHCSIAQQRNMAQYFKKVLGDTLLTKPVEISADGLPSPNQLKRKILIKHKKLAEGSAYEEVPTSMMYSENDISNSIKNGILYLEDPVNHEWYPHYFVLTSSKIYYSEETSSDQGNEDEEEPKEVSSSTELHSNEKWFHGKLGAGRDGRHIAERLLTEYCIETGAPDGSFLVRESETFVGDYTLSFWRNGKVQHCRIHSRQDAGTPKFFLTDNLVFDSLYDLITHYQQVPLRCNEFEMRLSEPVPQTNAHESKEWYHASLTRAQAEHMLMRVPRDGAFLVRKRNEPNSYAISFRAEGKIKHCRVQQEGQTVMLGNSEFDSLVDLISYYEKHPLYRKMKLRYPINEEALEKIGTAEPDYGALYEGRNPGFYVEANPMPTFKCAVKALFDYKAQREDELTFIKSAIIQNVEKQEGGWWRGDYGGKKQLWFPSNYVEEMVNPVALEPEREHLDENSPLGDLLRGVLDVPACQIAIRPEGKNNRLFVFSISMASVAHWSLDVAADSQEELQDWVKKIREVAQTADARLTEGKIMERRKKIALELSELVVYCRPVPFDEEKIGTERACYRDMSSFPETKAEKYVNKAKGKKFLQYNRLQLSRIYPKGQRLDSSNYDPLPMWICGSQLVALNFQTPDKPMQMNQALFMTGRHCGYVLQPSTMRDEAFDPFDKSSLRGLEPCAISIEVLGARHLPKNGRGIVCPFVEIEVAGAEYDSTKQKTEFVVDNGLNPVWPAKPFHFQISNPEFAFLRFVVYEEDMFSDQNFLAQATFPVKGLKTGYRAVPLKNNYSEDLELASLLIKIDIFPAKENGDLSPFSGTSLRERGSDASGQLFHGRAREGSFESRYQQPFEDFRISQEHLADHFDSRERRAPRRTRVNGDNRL
HGIII-sPLA2 inh = Blocks human group III sPLA2 activity. Q9NZ20. QFRET BODIPY PC-A2 liposome hydrolysis, fluorescence. inhibition, % at 12.2 µM. hit rate 0.56% among 370,000. AID 743126;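 active = inhibition above mean plus 3 SD of compounds lying within the high and low control bounds, cut at about 19% in these data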;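 also: 0% = median of test compound wells and 100% = no enzyme DMSO wells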
ADAM10 inh = inhibitors of human ADAM10. O14672. recombinant ADAM10, EDANS/DABCYL FRET peptide cleavage, 3 h. inhibition, % at 7 µM. hit rate 0.62% among 370,000. AID 720582;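 active = inhibition above a per-campaign cutoff equal to the mean of compounds falling between control-based bounds plus 3 SD, cut at about 20% in these data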;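 also: 0% = DMSO wells while the 100% control is not disclosed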
DAX1 inh-2 = inhibitors of DAX1 repression of SF-1 activated StAR promoter; HEK293T StAR-luciferase reporter, SF-1/DAX-1 repression relief; inhibition, % at 6.8 µM; hit rate 1.1% among 370,000; AID 652010;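 active = inhibition above the mean over all tested compounds plus 3 SD, cut at about 3.6% in these data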;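 also: 0% = DAX-1 cells with DMSO and 100% = cells lacking DAX-1 with DMSO; higher inhibition means more luminescence from relief of DAX-1 repression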
hgDAF-12 ag = hgDAF-12 agonism, primary luciferase screen; HEK293 GAL4-hgDAF12 UAS-luciferase reporter, agonist luminescence; normalized to butyrate control; hit rate 1.8% among 370,000; activation, % at 6.8 µM;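 active = activation above a cutoff set at the mean of all screened compounds plus 3 SD, cut at about 10% in these data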;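 also: 0% = DMSO wells and 100% = sodium butyrate wells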
ssDAF12 agonist = S. stercoralis DAF-12 activation, primary screen. HEK293 ssDAF-12/GRIP1 lit1-tk-luc reporter, luminescence; % of 3 µM dafachronic acid response. activation, % at 6.8 µM. hit rate 1% among 370,000. AID 652126;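 active = activation above the mean over all tested compounds plus 3 SD, cut at about 0.9% in these data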;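 also: 0% = DMSO-only wells and 100% = 3 µM delta7-dafachronic acid wells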
hcDAF-12 act = activators of H. contortus DAF-12 nuclear receptor. HEK293 hcDAF-12 lit1-tk-luc reporter, luminescence; 0% DMSO, 100% Δ7-dafachronic acid. activation, % at 6.8 µM. hit rate 1.4% among 370,000. AID 652067;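 active = activation above the mean of all tested compounds plus 3 SD, cut at about 5.5% in these data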;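 also: 100% = response to 3 µM Δ7-dafachronic acid high control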
* marks the source's active call; other numbers are inactive results; i = inactive; · = no result given.

No.	SMILES	FXN GAA850 act	PLC-beta3 inh	DAX1 inh-1	ADAM17 inh	PLCg1 inh	HGIII-sPLA2 inh	ADAM10 inh	DAX1 inh-2	hgDAF-12 ag	ssDAF12 agonist	hcDAF-12 act
1	CCOC(=O)c1nnn(-c2nonc2N)c1-c1cccc2ccccc12	-1.6	-8.6	0.1	-4.1	-6.0	-22.3	-8.6	-0.2	-1.2	-0.8	-1.6
2	CC(NC(=O)c1ccc(NC(=O)CC2SC(N3CCCC3)=NC2=O)cc1)c1ccccc1 (centres undefined)	-1.0	-5.0	0.0	1.2	-0.1	-1.7	-3.8	-1.0	-0.9	-1.4	-0.9
3	CN1CCN(c2ccc(S(=O)(=O)N3CCCCC3)cc2NC(=O)Cc2ccccc2F)CC1	2.2	0.6	0.6	-1.4	-1.6	-8.3	-25.4	-0.2	-0.8	-1.5	0.5
4	CC(C)[C@H](NC(N)=O)C(=O)Nc1ccc(OCc2ccccc2)cc1	-0.2	-9.2	-0.6	-0.2	-1.3	5.5	5.1	0.3	6.1	-1.1	3.0
5	Cc1ccc(N(CC(=O)Nc2ccc3c(c2)OCCO3)S(=O)(=O)c2c(C)noc2C)cc1	-2.0	1.8	-0.7	4.9	4.8	-9.7	13.6	-2.3	-2.7	-1.5	-1.5
6	CCN1CCN(c2ccc(S(=O)(=O)N3CCCCC3)cc2NC(=O)COc2ccc(Cl)c(C)c2)CC1	0.8	-5.5	0.0	4.2	0.8	-13.7	-1.2	-0.9	1.0	-1.1	4.9
7	CNC(=S)N1CCn2cccc2C1c1cc(OC)c(OC)c(OC)c1 (centres undefined)	1.4	-20.9	-0.1	-1.2	-11.2	-10.3	-0.3	1.4	-2.9	-1.7	-0.2
8	CSc1ccc(C(=O)C2CCCN(C(=O)c3ccc4c(c3)OCO4)C2)cc1 (centres undefined)	1.0	-8.2	-0.1	-3.9	-4.2	1.0	-6.5	-0.7	0.1	-0.9	-1.8
9	O=C(Nc1ccc(F)cc1F)C1CC(=O)N(Cc2ccccc2)C1 (centres undefined)	0.5	-4.8	0.9	-5.9	3.6	1.4	-10.8	-0.1	-1.4	-1.6	-1.1
10	COc1cccc(NC(=O)CSc2nc3c([nH]c4ccccc43)c(=O)n2C)c1	1.6	-1.1	-1.5	1.5	-0.2	-0.7	0.8	0.3	4.7	0.3	6.4*
11	CC(NC(=O)c1c(N)[nH]c(C(=O)c2ccccc2)c1-c1ccccc1Br)c1cccc2ccccc12 (centres undefined)	·	-8.8	·	-2.8	-6.7	-1.9	5.2	-0.5	2.6	-0.4	-0.1
12	CC(C)c1ccc(OCC(=O)N2CCc3ccccc3C2)cc1	1.6	-8.2	-1.3	0.0	-2.9	-8.5	9.0	0.0	0.4	-1.5	0.9

Two records drawn at random from the list so far, as already listed:
No.	SMILES	FXN GAA850 act	PLC-beta3 inh	DAX1 inh-1	ADAM17 inh	PLCg1 inh	HGIII-sPLA2 inh	ADAM10 inh	DAX1 inh-2	hgDAF-12 ag	ssDAF12 agonist	hcDAF-12 act
9	O=C(Nc1ccc(F)cc1F)C1CC(=O)N(Cc2ccccc2)C1 (centres undefined)	0.5	-4.8	0.9	-5.9	3.6	1.4	-10.8	-0.1	-1.4	-1.6	-1.1
11	CC(NC(=O)c1c(N)[nH]c(C(=O)c2ccccc2)c1-c1ccccc1Br)c1cccc2ccccc12 (centres undefined)	·	-8.8	·	-2.8	-6.7	-1.9	5.2	-0.5	2.6	-0.4	-0.1

Next part:
No.	SMILES	FXN GAA850 act	PLC-beta3 inh	DAX1 inh-1	ADAM17 inh	PLCg1 inh	HGIII-sPLA2 inh	ADAM10 inh	DAX1 inh-2	hgDAF-12 ag	ssDAF12 agonist	hcDAF-12 act
13	O=C1c2ccccc2C(=O)N1CCSc1nc2ccccc2c(=O)n1CCCN1CCOCC1	0.0	0.2	0.5	3.4	6.1	3.4	1.8	-0.5	-1.3	-1.4	-1.8
14	COC(C[C@H](O)[C@@H](C)[C@H](O)COCc1ccccc1)OC	0.7	3.9	1.5	-3.8	2.3	5.2	2.9	0.0	1.0	-1.1	0.2
15	Cc1cccc(NC(=O)CNC(=O)CN2C(=O)NC3(CCc4ccccc43)C2=O)c1C (centres undefined)	1.5	-2.4	-1.6	-4.3	-0.7	-1.7	1.9	-0.2	0.0	-0.4	-0.7
16	CCc1ccc(N(CC(=O)NCC2CCCO2)C(=O)CCC(=O)Nc2nccs2)cc1 (centres undefined)	1.8	-7.0	-0.1	-4.4	4.8	9.7	-14.1	-0.2	0.5	-1.9	-2.2
17	CCC(=O)Oc1ccc(C2NC(=O)c3ccccc3O2)cc1OC (centres undefined)	1.5	-2.3	-0.9	-11.9	-6.9	-2.7	-41.1	-0.2	3.7	-0.5	0.3
18	COc1ccc2c(c1)C(CC(C)=O)N(c1ccc(-c3cccs3)cc1)C(c1ccsc1)=C2 (centres undefined)	·	-76.8	·	-14.8	-50.5	-3.7	-42.3	-6.1	-6.5	-1.9	-4.1
19	Cc1c(Cl)cccc1N1C(=O)C2ON(c3ccccc3)C(c3cccnc3)C2C1=O (centres undefined)	1.9	-3.2	0.4	-3.1	5.2	-9.3	-2.4	-0.5	3.1	-0.5	-0.8
20	O=C(NCc1ccccc1)c1cnc(Cl)c(Cl)c1	1.1	-2.3	-0.5	3.8	8.7	1.3	15.7	0.3	2.4	-1.0	1.1
21	COc1cccc(NC(=O)C(NCC2CCCCC2)c2ccccc2)c1 (centres undefined)	-0.1	2.7	-0.3	-5.7	2.2	-3.8	-8.3	-0.1	-0.6	-1.4	-0.3
22	CN(C)C(=O)c1cccc(-c2cnc3cccnn23)c1	1.0	i	·	i	i	4.2	i	1.2	5.4	-0.6	-1.5
23	Cc1ccc(-c2cc(C(=O)N3CCN(c4ncccn4)CC3)c3ccccc3n2)cc1	-3.3	-5.8	-1.9	-8.7	-6.8	-19.9	-23.4	-1.6	-0.8	-1.1	-0.3
24	N#Cc1ccccc1NC(=O)COC(=O)c1ccc2c(c1)OCCO2	3.0	1.5	0.3	-2.6	8.2	13.4	-6.8	0.3	0.2	-0.3	1.8
25	COc1ccc(OC)c(NC(=O)c2cnn(-c3ccccc3)c2C)c1	0.1	2.3	1.2	0.4	3.5	2.2	2.2	0.4	1.5	-1.0	1.9
26	O=C(O)c1c2c(nc3ccc(S(=O)(=O)N4CCC(C(=O)NCc5ccc(Cl)cc5)CC4)cc13)CCCC2	0.2	-31.6	-0.4	-10.4	-15.4	-9.8	-22.1	-0.7	-2.8	-1.0	-1.3
27	C/C(=N\NC(=O)c1ccc2c(c1)OCO2)c1ccc2c(c1)OCO2	0.4	-4.3	2.5	-3.0	-1.0	-0.8	5.2	-0.1	3.8	-1.1	0.1
28	COc1ccccc1CC(=O)N(CCC#N)CCC#N	0.0	-2.5	0.3	-3.0	-0.9	-0.6	-9.6	0.6	-0.1	-0.7	-0.3
29	CC(=O)c1cc(F)c(N2CCN(C(=O)COc3ccccc3F)CC2)cc1C	-1.3	2.8	1.8	3.6	1.5	1.1	6.0	-0.1	-0.4	-0.4	-1.2
30	O=C(Nc1ccc2oc(-c3ccncc3)nc2c1)c1c(F)c(F)c(F)c(F)c1F	-0.2	-15.5	0.1	-3.5	-10.9	-2.4	-7.2	0.5	-0.7	-1.5	-0.9
31	CN(C(=O)c1cccc(NC(=O)Cc2cccc(NC(=O)C3CCCN(C(=O)C4CCCCC4)C3)c2)c1)C1CCC1 (centres undefined)	-0.9	1.8	0.8	-1.1	-0.1	-14.0	1.0	-0.5	-3.6	-1.1	-1.6
32	O=C(NC1CCCCC1)C1(c2ccccc2)CC1(Cl)Cl (centres undefined)	0.0	1.6	-0.6	-2.5	3.6	2.3	12.0	-0.9	2.7	-0.8	-2.4
33	O=C(NCc1cccc(C(F)(F)F)c1)C1CCN(c2ncccn2)CC1	0.3	-6.3	-0.1	-5.8	-5.3	2.9	-12.0	-0.3	0.6	-1.4	0.4
34	CCOC(=O)C1CCN(C(=O)/C=C/c2ccccc2)CC1	2.7	-3.7	-1.4	-2.5	1.7	5.7	-7.8	0.5	11.9*	-1.1	1.1
35	CCc1nc2nc(C)c(NS(=O)(=O)c3ccc(CC(C)C)cc3)c(=O)n2[nH]1	1.6	-0.6	-0.5	0.3	-2.4	-6.4	0.4	0.5	3.0	-0.8	-2.0
36	CC(C)c1ccc(C2CC(=O)c3cnc(NC(=O)c4ccco4)nc3C2)cc1 (centres undefined)	0.8	-6.3	0.2	3.7	-2.4	-10.6	-6.1	2.4	3.2	-0.9	2.7
37	Cc1ccc(S(=O)(=O)NCc2ccc(C(=O)N3CCN(c4ccccn4)CC3)cc2)cc1	0.2	-2.5	-1.0	-2.5	-0.9	-19.2	-7.7	-0.7	-0.8	-1.1	-3.8
38	C(=N\n1cnnc1)/c1ccc(OC2CSC2)cc1	-0.7	1.3	0.9	-1.6	1.5	6.6	8.5	-0.7	2.6	-1.5	-2.6
39	Cc1cc(C)cc(N(C(=O)c2sc(C)nc2C)C(C(=O)NCc2ccco2)c2ccccc2)c1 (centres undefined)	-4.3	1.0	0.3	-3.7	0.5	2.8	-8.7	-0.7	-2.0	-0.9	-4.0
40	CC(C)Nc1nc(Cl)nc(NCCOc2ccccc2)n1	4.5	1.9	-0.2	-1.2	2.8	-2.4	-1.4	1.3	5.5	-0.8	1.7
41	CCN1CCN(C(=O)c2ccc3c(c2)S(=O)(=O)c2ccccc2C3=O)CC1	3.4	0.1	-0.1	1.9	1.3	2.4	1.1	0.4	-3.9	0.1	-1.4
42	CCC(C)Sc1ccc([C@@H]2[C@H]3C(=O)N(CC)C(=O)[C@H]3[C@]3(C(=O)OC)CCCCN23)cc1 (some centres undefined)	0.6	-1.7	1.4	3.9	-0.3	-6.8	2.0	-0.5	-1.8	-1.8	-1.9
43	COC(=O)C[C@@H]1C=C[C@@H](NC(C)=O)[C@@H](CO)O1	·	1.8	·	1.7	-0.4	3.0	1.3	0.3	0.8	-0.9	0.9
44	O=C(CCS(=O)(=O)c1ccc(Cl)cc1)N1CCN(S(=O)(=O)c2cccs2)CC1	-1.9	-1.6	-0.5	-3.9	-0.4	-2.7	-6.4	-0.5	-3.2	-0.9	-1.1
